RAD52 inh: blocks human RAD52 DNA annealing; recombinant RAD52 DNA annealing, FRET fluorescence; inhibition, % at 18.7 µM; 0.46% of 360,000 active; AID 651710;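 active = every replicate showing at least 50% inhibition; inconclusive = mean inhibition at least 50% but not in every replicate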
Xi reactivation: reactivates the inactive X chromosome in mouse fibroblasts. AID 743238. XiGFP mouse fibroblasts, % GFP-positive cells imaging, 3 d; cells co-treated with 5-aza-dC sensitizer; scaled so ellipticine positive control = 100%. activation, % at 7.58 µM. 0.055% of 360,000 active;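 active = mean normalized replicate activation at least 10% and every replicate at or above 10%; inconclusive = only one of the two criteria met; inactive = mean below 10% and not all replicates reach 10%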;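 note: 0% = median of on-plate neutral control wells and 100% = ellipticine 6 µM median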
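Material: XiGFP fibroblasts, SV40-immortalized; Buffer or medium: DMEM containing 5-aza-dC; Compound dosing: single point; Times: 3 days compound exposure.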
E-sel inducer: induces E-selectin expression in human endothelial cells. P16581. HUVEC E-selectin immunofluorescence imaging; normalized: neutral wells 0, TNF-alpha wells 100. activation, % at 7.58 µM. 0.37% of 260,000 active;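 active = mean E-selectin-positive cell signal at least 10% of the positive control, reached in at least 60% of replicates, without over 20% cell loss; inconclusive = no rule given, readout overlaps actives, possibly toxicity-flagged; inactive = the rest, including those meeting only one limit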;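 note: in these data hits start at about 27%; measured in HUVEC primary endothelial cells; signal is the percent of cells scored E-selectin positive by PE staining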
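Test system: HUVEC | Signal: Immunofluorescence imaging | Read-out: Percent E-selectin-positive cells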
DENV2 CPE: DENV2-induced cell death inhibition; 1.7% of 350,000 active; CPE inhibition, % at 9.99 µM; DENV2-infected cells, cytopathic effect rescue, plate reader; AID 651640; in the data active = CPE inhibition above about 20%, passing the limit was not always enough; inconclusive = no clear call, values can overlap the other calls; tested in BHK-21 cells;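 note: 0% = median of neutral control wells and 100% = median of positive control wells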
RAD54 inh: RAD54 (human) branch migration inhibition; 0.14% of 360,000 active; AID 602329; RAD54 Holliday junction branch migration, FAM/BHQ fluorescence; inhibition, % at 10.4 µM; Q92698;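 active = mean normalized replicate activity at least 40 and at least half of replicates scoring 40 or more; inconclusive = only one of the two criteria met; inactive = mean below 40 and under half of replicates reaching 40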;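 note: 0% = median of neutral control wells and 100% = median of positive control wells; inhibitors cause a drop in the FAM fluorescence signal; in these data hits start at about 50%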
Target sequence (Q92698 whole entry, looked up): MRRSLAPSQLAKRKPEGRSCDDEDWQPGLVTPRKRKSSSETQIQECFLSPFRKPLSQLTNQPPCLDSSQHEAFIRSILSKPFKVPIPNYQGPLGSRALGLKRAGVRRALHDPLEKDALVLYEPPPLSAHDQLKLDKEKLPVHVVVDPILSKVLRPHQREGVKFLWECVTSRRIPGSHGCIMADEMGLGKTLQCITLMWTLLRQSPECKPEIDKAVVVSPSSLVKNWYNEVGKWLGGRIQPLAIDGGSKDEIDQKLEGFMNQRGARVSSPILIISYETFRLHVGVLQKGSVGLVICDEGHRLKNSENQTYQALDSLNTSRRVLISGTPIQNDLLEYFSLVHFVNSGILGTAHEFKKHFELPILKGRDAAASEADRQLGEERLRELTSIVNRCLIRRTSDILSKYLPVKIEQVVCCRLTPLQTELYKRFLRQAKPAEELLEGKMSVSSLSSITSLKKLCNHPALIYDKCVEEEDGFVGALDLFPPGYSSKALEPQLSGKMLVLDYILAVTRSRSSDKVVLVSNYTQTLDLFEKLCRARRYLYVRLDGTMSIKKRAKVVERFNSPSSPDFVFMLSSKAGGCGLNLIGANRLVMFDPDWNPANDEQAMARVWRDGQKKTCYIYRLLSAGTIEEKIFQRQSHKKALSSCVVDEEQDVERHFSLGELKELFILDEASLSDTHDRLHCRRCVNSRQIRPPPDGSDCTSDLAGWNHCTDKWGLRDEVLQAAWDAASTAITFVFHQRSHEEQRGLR
Casp6 inh: caspase-6 (human) enzyme inhibition; P55212; purified caspase-6, Z-VEID-R110 cleavage fluorescence; inhibition, % at 12.5 µM; 0.53% of 350,000 active; AID 686996;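 active = mean inhibition across replicates at least about 35%, with every replicate also reaching that limit, limit read from the data; inconclusive = only one of the two criteria met; inactive = neither criterion met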;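 note: 0% = median of neutral control wells and 100% = no fluorescence left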
Target sequence (P55212 24-179 limits assumed): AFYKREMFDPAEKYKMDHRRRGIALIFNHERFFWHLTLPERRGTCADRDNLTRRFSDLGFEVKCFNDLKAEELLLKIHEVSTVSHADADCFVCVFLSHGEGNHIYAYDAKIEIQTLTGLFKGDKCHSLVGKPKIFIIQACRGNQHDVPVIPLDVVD
Target sequence (P55212 194-293 limits assumed): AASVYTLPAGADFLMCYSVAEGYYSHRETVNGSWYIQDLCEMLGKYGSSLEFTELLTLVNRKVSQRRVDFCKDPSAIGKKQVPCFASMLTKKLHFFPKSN
F508del corr: correctors of CFTR F508del function in bronchial epithelial cells; CFBE cells, YFP halide quenching; stimulated with forskolin plus potentiator P3; % fluorescence drop versus neutral controls; activity (quench increase), % at 7.58 µM; 0.36% of 350,000 active; AID 720511;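 active = mean added fluorescence quench of at least 8% versus neutral control, with both replicates also reaching 8%; inconclusive = only one of the mean or replicate conditions met; inactive = mean below 8% and not both replicates reaching 8%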;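 note: cells transiently co-express mutant CFTR-F508del with the halide-sensitive YFP; corrector assay measuring rescue of mutant channel to the surface after 24 h compound exposure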
GSIS activator: primary screen for activators of insulin secretion dependent on glucose, INS-1E cells, GLuc reporter luminescence. INS-1E GLuc reporter insulin secretion, 2-3 h. activation, % at 16.6 µM. 0.61% of 370,000 active. AID 743287;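 active = lowest replicate activation of at least 40%, so every replicate reaches that level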;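 note: 0% = median of neutral control wells and 100% = median of IBMX positive control wells; some compounds called inactive have numbers as strong as hits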
Active calls of the source: *; u = inconclusive; x = not tested or not shown; & = joins results of further samples.

canonical_smiles	DENV2 CPE	RAD54 inh	F508del corr	E-sel inducer	RAD52 inh	Casp6 inh	Xi reactivation	GSIS activator
COc1ccc(C#Cc2cnc3c(c2)C(=O)N([C@H](C)CO)C[C@H](C)[C@H](CN(C)S(=O)(=O)c2cccs2)O3)cc1OC	-1&-5	-2&-21	-3.9&-5.1	-0.3	10&0	3&-1	-0.3	x
Cc1ccc(S(=O)(=O)Nc2ccc3c(c2)C(=O)N([C@@H](C)CO)C[C@@H](C)[C@H](CN(C)C(=O)c2ccccc2)OCCCC[C@@H](C)O3)cc1	-4	2	-2.0	x	17	0	0.1	-16
O=C(Cn1cnc2ccccc21)N/N=C/c1ccccc1	17	x	1.6	-0.7	-12	1	0.0	-2
COCCn1c(SCC(=O)Nc2cc(C)on2)nc2cc(Cl)ccc2c1=O	0	-4	1.9	x	-9	0	0.0	26
Cc1ccc(S(=O)(=O)N2CCOCC2)cc1C(=O)Nc1nc(-c2ccccn2)cs1	2	x	3.4	1.0	-19	11	-0.2	x
CCC(=O)[C@@]1(C)[C@H](C)C[C@H]2[C@@H]3CCC4=CC(=O)C=C[C@]4(C)[C@H]3[C@@H](O)C[C@@]21C	u	3	1.2	1.6	4	-3	0.1	x
CC(=O)NS(=O)(=O)c1ccc(NC(=O)CSc2ccc(Cl)cc2)cc1	-3	x	9.6*	x	-15	2	0.0	-6
Cc1cccc(/N=C2/NC(=O)C(Cc3ccccc3)S2)n1 (configuration not stated)	0	-7	0.2	5.7	-2	-4	0.0	4
CCOC(=O)c1[nH]c2c(c1C)C(=O)CC(c1ccc(F)cc1)C2 (configuration not stated)	14	-3	6.1	0.8	5	-1	0.1	-1
CO[C@H]1CN(C)C(=O)c2cccc(C#N)c2OC[C@@H]2O[C@H](CC[C@H]2OC)CCN(C)C(=O)[C@H]1C	-1	-2	-2.2	0.1	-10	-97	0.1	-8
Cc1noc(NS(=O)(=O)c2ccc(NC(=O)c3ccc(F)cc3)cc2)c1C	17	-3	6.0	-0.4	2	1	0.6	17
COCCn1c(SCC(=O)NCc2ccc(F)cc2)nc2ccccc21	4	-60	-0.1	0.0	1	0	0.0	9
C=CCNc1nc(Nc2cc(Cl)ccc2OC)nc(OC)n1	4	-1	x	x	-12	39*	0.1	x
CN(NS(=O)(=O)c1ccccc1)C(=O)c1ccccc1	0	0	4.4	x	4	-1	0.0	x
CC(=O)c1ccc(N2CCN(C(=O)CCC(=O)c3cccs3)CC2)cc1	x	1	-0.6	x	-16	0	0.3	21
CN1C(=O)c2cc(NC(=O)c3ccc(F)c(F)c3)ccc2OC[C@@H]2O[C@H](CC(=O)N[C@H]3CCN(Cc4ccccc4)C3)CC[C@@H]21	-3	-4	x	-0.1	6	-4	0.2	-16
COc1ccc(CCNS(=O)(=O)c2cc3c4c(c2)C(C)C(=O)N4CCC3)cc1OC (configuration not stated)	5	6	2.3	x	-18	-3	0.3	20
CN(Cc1cccc(F)c1)C(=O)c1ccc2c(=O)n3c(nc2c1)CCC3	u	2	0.3	-0.1	-12	0	0.2	5
Cc1ccc(CNC(=O)C2CC3Cn4c(nc5ccccc54)C3N2C)o1 (configuration not stated)	3	-7	-2.1	0.0	-4	-1	1.8	-1
CCC(=O)Nc1ccc2c(c1)C(=O)N(C)[C@H]1CC[C@@H](CC(=O)NCCOC)O[C@H]1CO2	u	2	-3.3	-0.1	-5	1	0.3	-3
COc1ccc(Sc2nc(-c3ccccc3)ncc2OC)cc1	2	x	-0.6	2.5	-10	x	0.1	5
O=C(CNC(=O)c1ccccc1F)NCCN1C(=O)S/C(=C\c2ccccc2Cl)C1=O	81*	1	2.3	x	-3	-1	0.2	-5
CCOc1cc(OCC)cc(C(=O)NCc2ccco2)c1	8	1	x	x	-6	10	0.1	x
O=C1CCCN1CCCNS(=O)(=O)c1ccc(Br)cc1	-5	x	-1.1	0.5	-16	2	0.0	5
CC1=Nc2ccccc2N=C(N)C1c1ccccc1 (configuration not stated)	12	x	-0.7	x	-28	-3	0.2	13
O=C(Nc1cccc2ncccc12)c1ccc(Cl)cc1	-7	-9	1.1	x	-7	1	0.1	-2
COc1cccc(NC(=O)C(Sc2nnc(Nc3ccccc3C)s2)c2ccccc2)c1 (configuration not stated)	-9	x	x	1.7	-15	2	0.7	x
CN(CC(=O)Nc1cccc(F)c1)C(=O)CSc1ccccc1F	-5	5	1.0	x	-26	7	0.2	-18
O=C(O)C1CCC(Cn2c(SCc3cc(=O)n4ccccc4n3)nc3ccsc3c2=O)CC1 (configuration not stated)	2	x	-1.7	0.0	-1	3	0.1	44
COc1ccc(-c2csc(NC(=S)NC(=O)c3cccs3)n2)cc1OC	-1	x	-0.7	x	-16	1	0.0	10
Cn1c(=O)cc(OCC(=O)NCCCN2CCN(c3cccc(Cl)c3)CC2)c2ccccc21	18	20	3.8	0.1	-8	-5	0.1	-4
C[C@@H]1CN([C@@H](C)CO)C(=O)c2cc(NC(=O)Nc3cccc4ccccc34)ccc2O[C@@H](C)CCCCO[C@@H]1CN(C)CC1CCCCC1	-3	-16	-1.1	0.2	22	3	0.2	-14
C[C@H]1CN([C@@H](C)CO)C(=O)c2cc(-c3cccc(C#N)c3)cnc2O[C@H]1CN(C)C(=O)C1CC1	7	0	-1.1	0.3	0	-2	-0.8	6
Cc1ccccc1-n1nc2c(c1NC(=O)c1cccs1)CS(=O)(=O)C2	7	-17	0.6	x	-2	4	0.0	14
Cc1ccc(Cl)cc1NC(=O)C(=O)N1CCCCC1	-1	x	2.9	x	-6	1	0.2	6
COC(=O)c1ccc2nc(-c3ccc(Cl)cc3)c(Cc3cccc(F)c3)n2c1	-9	13	-1.3	-0.2	-40	-7	0.0	-17
Brc1ccc(-n2cnc(-c3ccccc3)c2)cc1	-6	10	-0.1	0.4	-11	-4	0.2	-17
COc1ccc(S(=O)(=O)Nc2cccc3c2O[C@H](CN(C)Cc2ccc(C(=O)Nc4ccccc4N)cc2)[C@H](C)CN([C@@H](C)CO)C3=O)cc1	0	9	3.1	4.6	9	-1	0.1	-6
COc1ccc(C(=O)NCCN2CCOCC2)cc1[N+](=O)[O-]	7	6	2.6	x	10	1	0.3	4
CCN(C1=NS(=O)(=O)c2ccccc21)N(CC)S(=O)(=O)c1ccc(C)cc1	-4	7	x	x	-1	-1	-0.1	2
O=C(NCC(O)c1ccccc1)c1ccc(Cl)c(S(=O)(=O)N2CCCCC2)c1 (configuration not stated)	2	-11	-1.9	-1.8	-12	-1	0.3	-2
CC(=O)O[C@H]1C[C@@H](n2cnc3c(Cl)ncnc32)[C@@H]2OC(C)(C)O[C@@H]21	-12	x	6.5	-0.1	-1	1	0.1	30
O=C(CCS(=O)(=O)Cc1cccc(Cl)c1)NCCc1ccccc1	6	-4	1.3	x	-7	1	0.1	-8
Cc1noc(C)c1NC(=O)Nc1ccc2c(c1)C(=O)N([C@H](C)CO)C[C@H](C)[C@@H](CN(C)C)OCCCC[C@@H](C)O2	x	x	-2.3	0.1	x	x	-0.8	29
CCCOc1ccc(F)cc1-c1cc(C(=O)NCc2cc(OC)cc(OC)c2)[nH]n1	-7	1	0.2	1.5	-23	-1	0.1	3
C[C@@H]1CCCCO[C@@H](CN(C)C(=O)Cc2ccccc2)[C@@H](C)CN([C@H](C)CO)C(=O)c2cc(NC(=O)CCCCCC(=O)Nc3ccccc3N)ccc2O1	-1	8	-1.7	-0.3	5	-4	0.6	3
C[C@@H]1CN([C@@H](C)CO)S(=O)(=O)c2ccc(C#CC3CCCCC3)cc2O[C@H]1CN(C)C(=O)Cc1ccncc1	-2	-7	2.3	0.9	-29	1	-0.1	-10
O=C(C[C@@H]1CC[C@H]2[C@@H](COC[C@H](O)CN2S(=O)(=O)c2cccc(F)c2)O1)Nc1ccccc1	11	3	-1.5	0.0	-4	1	-0.1	2
CCN(CC(=O)Nc1ccc(NC(C)=O)cc1)C(=O)c1cc2ccccc2oc1=O	3	6	-5.0	-0.4	-20	1	0.0	0
COc1cccc(NC(=O)N[C@@H]2CC[C@H](CC(=O)Nc3ccccc3)O[C@@H]2CO)c1	3	3	-2.1	0.3	15	-1	-0.5	-19
CCOc1cc(/C=N/N2CCN(Cc3ccccc3)CC2)ccc1O	-2	1	1.7	x	0	0	0.0	-2
O=C(C[C@H]1CC[C@@H]2[C@H](COC[C@@H](O)CN2Cc2ccc3c(c2)OCO3)O1)Nc1ccccc1	17	-3	0.2	0.0	-5	0	0.2	1
CC(Sc1ccccc1)C(=O)NNC(=O)c1csc(N2CCOCC2)n1 (configuration not stated)	-9	x	1.2	0.7	-9	1	0.0	-12
Cc1ccc(NC(=O)C(C)Sc2n[nH]c(CNc3ccccc3)n2)cc1 (configuration not stated)	3	9	3.1	-0.3	-7	-2	0.0	-12
CCCNC(=O)N1C[C@H](O)COC[C@@H]2O[C@H](CC(=O)NCCCN3CCOCC3)CC[C@H]21	3	3	0.3	-0.1	3	-1	0.1	20
O=C(N/N=C/C(Cl)=C/c1ccccc1)c1ccco1	13	2	0.1	-1.4	-20	1	0.1	-8

More compounds:
canonical_smiles	DENV2 CPE	RAD54 inh	F508del corr	E-sel inducer	RAD52 inh	Casp6 inh	Xi reactivation	GSIS activator
O=C(NCC(c1ccco1)N1CCN(c2ccccc2)CC1)C(=O)NC1CC1 (configuration not stated)	-2	-6	-3.2	-0.1	-12	-6	0.0	10
N#Cc1ccc(C(S(=O)(=O)Cc2ccccc2)S(=O)(=O)Cc2ccccc2)cc1	-3	9	x	x	0	-2	0.1	x
O=C(CCCC(=O)NNC(=O)Nc1ccccc1)NNC(=O)Nc1ccccc1	-1	x	-2.0	x	-15	1	0.0	-8
COCC(C)n1c(SCC(=O)NC2CCCCC2)nc2ccccc2c1=O (configuration not stated)	-11	-7	x	x	-3	-3	0.0	x
O=C(CC(C(=O)NCc1ccccc1)c1nc2ccccc2c(=O)[nH]1)NCc1ccccc1 (configuration not stated)	11	4	-4.3	-0.2	-5	-1	1.3	0
CC(C)c1ccc(NC(=O)C(=O)c2cn(CC(=O)N3CCCCC3)c3ccccc23)cc1	5	0	-2.8	x	-4	-1	-0.1	1
COc1cccc(NC(=O)Cc2nnc(SCC(=O)NC3CCCC3)n2C)c1	-4	16	-0.5	0.7	-15	-2	0.4	-1
Clc1ccccc1N1CCN(Cc2ccc(Br)o2)CC1	u	x	-0.5	0.1	-13	1	0.0	x
O=C(O)CN1CCc2ccccc2C1	10	-16	x	x	1	-5	0.0	26
CC(C)(C)CC(C)(C)N1CNC(=S)NC1	-1	2	1.0	x	2	0	0.0	11
O=C(/C=C/c1c(F)cccc1Cl)Nc1ccc(S(=O)(=O)Nc2ncccn2)cc1	4	-1	1.1	-0.2	-26	6	0.0	14
Cc1ccc(NC(=O)COC(=O)CCC2CCCC2)c(Br)c1	-1	x	9.4*	0.5	2	-2	0.7	15
Cc1ccc(C(=O)OCC(=O)N2CCCC2)cc1	15	-2	-1.1	-0.2	-9	0	0.1	0

Screens deposited in PubChem by Broad Institute.
